Compound activity: PubChem BioAssay, ICCB-Longwood Screening Facility, Harvard Medical School
PV pol inh – inhibitors of poliovirus RNA polymerase binding and polymerization; % elongation, % (compound at 16.7 µg/mL); poliovirus polymerase elongation, fluorescence polarization; hits give low values; P03300; actives 0.66% (n = 150,000); AID 588519; in the data active means % elongation below about 90%; further: some results filed as inactive read as strong as hits
Target sequence (P03300 1749-2209 limits assumed): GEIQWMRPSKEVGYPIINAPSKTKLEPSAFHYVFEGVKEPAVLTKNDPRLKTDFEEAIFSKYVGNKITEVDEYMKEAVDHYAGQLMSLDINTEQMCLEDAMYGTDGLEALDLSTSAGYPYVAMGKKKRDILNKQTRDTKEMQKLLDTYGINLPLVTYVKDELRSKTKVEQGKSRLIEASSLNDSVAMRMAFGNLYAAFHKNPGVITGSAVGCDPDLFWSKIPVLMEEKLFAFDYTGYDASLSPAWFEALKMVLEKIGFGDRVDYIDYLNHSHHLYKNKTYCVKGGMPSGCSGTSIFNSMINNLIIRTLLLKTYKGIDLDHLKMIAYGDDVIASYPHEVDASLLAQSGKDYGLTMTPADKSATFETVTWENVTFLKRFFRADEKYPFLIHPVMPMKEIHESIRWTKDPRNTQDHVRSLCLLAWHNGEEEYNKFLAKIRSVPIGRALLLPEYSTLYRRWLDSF
PV pol inh FP z-score – also measured in PV pol inh; calls as there; z-score; measured here: FP z-score; hits read low
Numbers without * were called inactive; & = joins results of further samples.

Start of the listing, in advance (six entries):
SMILES	PV pol inh	PV pol inh FP z-score
Cc1c(Cl)cccc1-n1ncc(C(=O)Nc2ccc3c(c2)OCCO3)c1C1CCN(C(=O)OC(C)(C)C)CC1	101	-1.1
COc1ccc(NC(=O)Cn2nnc3sc4c(c3c2=O)CCC(C)C4)c(OC)c1 (centres undefined)	106	0.2
O=C1N(Cc2ccccc2)C(c2cccc(F)c2)C1(F)F (centres undefined)	99	-0.1
CCOC(=O)c1ccc(N2C(=O)CC(NC(C)(C)C)C2=O)cc1 (centres undefined)	103	0.6
CC(=O)c1ccc(N2CCN(C(=O)c3cc4cc5cc(C)ccc5nc4s3)CC2)cc1	103	-1
Cc1ccc(NC(=O)N2CCC(CN3CCCC3)CC2)c(C)c1	108	-0.2

Results, from the first entry:
SMILES	PV pol inh	PV pol inh FP z-score
Cc1c(Cl)cccc1-n1ncc(C(=O)Nc2ccc3c(c2)OCCO3)c1C1CCN(C(=O)OC(C)(C)C)CC1	101	-1.1
COc1ccc(NC(=O)Cn2nnc3sc4c(c3c2=O)CCC(C)C4)c(OC)c1 (centres undefined)	106	0.2
O=C1N(Cc2ccccc2)C(c2cccc(F)c2)C1(F)F (centres undefined)	99	-0.1
CCOC(=O)c1ccc(N2C(=O)CC(NC(C)(C)C)C2=O)cc1 (centres undefined)	103	0.6
CC(=O)c1ccc(N2CCN(C(=O)c3cc4cc5cc(C)ccc5nc4s3)CC2)cc1	103	-1
Cc1ccc(NC(=O)N2CCC(CN3CCCC3)CC2)c(C)c1	108	-0.2
CC1(C)Cc2ccccc2C(CSc2nnc3c(n2)[nH]c2ccccc23)=N1	103	-0.1
O=C(O)COc1ccc2oc(=O)c3c(c2c1)CCC3	103	0
CC(=O)N1c2ccc(S(=O)(=O)N3CCN(c4cc(Cl)ccc4C)CC3)cc2CC1C (centres undefined)	110	0.9
CCOc1ccc(NC(=O)c2c(C)nn(-c3ccc(F)cc3)c2-n2cccc2)cc1	105	-0.7
COc1cc(/C=C/C(=O)N2CCc3ccccc3C2)cc(OC)c1OC	101	0
CCC(=O)N1c2ccccc2NC2=C(C(=O)CC(C)(C)C2)C1c1ccccn1 (centres undefined)	103	0.7
COc1ccc2c(c1)NC(c1cc(Cl)cc(Cl)c1O)c1cccn1-2 (centres undefined)	103	0.4
CCC(C)NC(=O)CSc1ccc(Cl)cc1 (centres undefined)	99	-0.1
CC12CN(C(=O)c3cccs3)CC(C)(CN(C(=O)c3cccs3)C1)C2=O	102	0.1
COCC(C)NC(=O)c1ccco1 (centres undefined)	110	1.1
COC(=O)c1ccc(-c2nc(O)c3c4ccccc4c(=O)[nH]n23)cc1	45	-7.5
Cc1cccc(-c2nc(Cn3c(=O)cc(-c4ccccc4)c4c(C)nn(C)c43)c(C)o2)c1	108	0.5
O=C(O)c1c[nH]c2ccc(S(=O)(=O)N3CCCC3)cc2c1=O	102	0.1
CC(C)C(C(=O)NN1C(=O)/C(=C/c2ccccn2)N=C1c1ccccc1)c1ccc(Cl)cc1 (centres undefined)	47	-5.5

Compound profiles, as listed above. Screens in order: PV pol inh | PV pol inh FP z-score
Results for COc1ccc(NC(=O)Cn2nnc3sc4c(c3c2=O)CCC(C)C4)c(OC)c1 (centres undefined) : 106 | 0.2
Results for CC12CN(C(=O)c3cccs3)CC(C)(CN(C(=O)c3cccs3)C1)C2=O : 102 | 0.1

(further entries)
SMILES	PV pol inh	PV pol inh FP z-score
COc1ccc(-n2nc(C(=O)Nc3ccc(C(C)=O)cc3)nc2-c2ccccc2)cc1	110	0.5
Cc1cc2c(c(C)c1Cl)CN(Cc1ccc3c(c1)OCO3)CO2	102	0
c1csc(-c2nc3nonc3c3nc4ccccc4n23)c1	101	-0.1
COC(=O)c1cccc(NC(=O)COc2ccccc2)c1	103	0.5
C(=N\c1cc(-c2ccccc2)nn1-c1ccccc1)/c1ccccc1	105	0
O=C(Nc1cccc(-c2nc3ccccc3[nH]2)c1)C1CC(=O)N(Cc2ccco2)C1 (centres undefined)	107	0.7
CCc1ccc(C(=O)COC(=O)c2nc(-c3ccccc3)oc2C)cc1	110	1
CC1(C)CC(=O)C=C(NCC2CCCO2)C1 (centres undefined)	102	0.1
Cc1cc(Nc2ccc(F)cc2)nc(-n2nc(C)cc2C)n1	103	-1.1
CCOc1c(CC2C(=O)Nc3ccc(Br)cc32)cccc1OC (centres undefined)	104	-0.6
CCCCn1cc(S(=O)(=O)c2ccc(C)c(C)c2)c(=O)c2cc(F)c(N3CCN(C)CC3)cc21	109	0.3
O=C(COc1ccc(Cl)cc1)NCCc1csc(-c2ccc(F)cc2)n1	107	0
N#Cc1ccccc1OCC(=O)N(Cc1ccccc1)C1C=CS(=O)(=O)C1 (centres undefined)	103	0.1
COc1ccc2[nH]c(C(=O)N(C)c3ccc(F)cc3F)cc2c1	108	1.1
N#C/C(N=Cc1ccc(Cl)cc1)=C(\C#N)NC(=O)Nc1ccc(OC(F)(F)F)cc1	104	0.1
COc1cc(C2Nc3cc(Cl)ccc3O2)cc(OC)c1OC (centres undefined)	102	0.1
CCOC(=O)c1ccc(NC(=O)c2nc(SCc3ccccc3F)ncc2Cl)cc1	100	-1.1
CCc1ccc(NC(=O)CCN2C(=O)c3ccccc3C2=O)cc1	98	-1
Cc1ccc(N2CCN(c3cnn(-c4nc5ccccc5s4)c(=O)c3N(C)C)CC2C)cc1 (centres undefined)	104	0.6
CC(=O)N1CCCc2ccc(NS(=O)(=O)c3ccc(C)c(C)c3)cc21	105	-0.1
CC1(C)CC(=O)C=C(Sc2nc3ccccc3o2)C1	102	-0.3
Cc1ccc(NC(=O)CCCn2c(=O)c3cccn3c3ccccc32)c(Cl)c1	110	0.5
CC1CCCCC1NC(=O)COC(=O)c1ccccc1NCCO (centres undefined)	100	-0.4
COc1ccccc1CNC(=O)c1nn(-c2ccc(C)cc2)c(=O)c2c1c1ccccc1n2C	113	1.4
COc1cccc(C(=O)CS)c1	101	-0.3
COc1cccc(CNC(=O)c2c(C)nn(-c3cccc(C)c3)c2-n2cccc2)c1	110	0.7
CN1CCN(C(=O)COc2ccccc2O)CC1	104	0.2
O=C(NCCc1ccccc1)c1ccc2c(c1)N(Cc1ccccc1F)C(=O)c1ccccc1S2=O (centres undefined)	103	-0.2
COc1cccc(-n2cc(C(=O)N(Cc3ccccc3)C(C)C)c3ccccc3c2=O)c1	102	0
CCC(C(=O)Nc1nn2c(-c3ccccc3)nnc2s1)c1ccccc1 (centres undefined)	99	-1.4
O=C(NCCCc1nc2ccccc2n1Cc1ccc(Cl)cc1)c1ccco1	105	-0.4
CCOC(=O)c1oc2ccccc2c1COC(=O)c1cccnc1SC	104	0.2
COc1cccc(NC(=S)N2CCCCC2)c1	99	-0.5
CC[n+]1c(C)sc2sc3ccccc3c21	103	0.2
CCN(CC)C(=O)c1sc(NC(=S)N2CCN(C(=O)c3ccco3)CC2)c(C(=O)OC)c1C	101	0.2
CC(C)(C)C(O)Cn1c(=N)n(CCN2CCCCC2)c2ccccc21 (centres undefined)	101	-0.1
COc1cccc(NC(=O)C2CCN(S(=O)(=O)c3c(C)noc3C)CC2)c1	116	1
COCCNC(=O)C(=O)NCC(c1cccnc1)N1CCN(c2ccccc2OC)CC1 (centres undefined)	111	0.6
Cc1ccc2c(c1)N(C(=O)CCC(=O)Nc1ccccc1Cl)CC(C)O2 (centres undefined)	107	0
Cc1ccc(NC(=O)CN2C(=O)C3(OCCCO3)c3ccccc32)cc1C	102	0.4

Some values from the results shown:
CN1CCN(C(=O)COc2ccccc2O)CC1 in PV pol inh is listed with 104
COc1cccc(NC(=S)N2CCCCC2)c1 in PV pol inh is listed with 99
Cc1ccc(NC(=O)CCCn2c(=O)c3cccn3c3ccccc32)c(Cl)c1 in PV pol inh is listed with 110
CCC(C(=O)Nc1nn2c(-c3ccccc3)nnc2s1)c1ccccc1 (centres undefined) in PV pol inh FP z-score is listed with -1.4
COc1cccc(C(=O)CS)c1 in PV pol inh FP z-score is listed with -0.3

Other structures
SMILES	PV pol inh	PV pol inh FP z-score
CCC(C)c1ccccc1NC(=O)CNc1ccc(F)cc1 (centres undefined)	102	0
CCCn1c(SCc2nc(-c3ccc(OC)cc3OC)no2)nnc1-c1ccc(Cl)cc1	96	-2.3
Cc1cc(C)cc(Oc2c(C)oc3c(CN4CCC(C)CC4)c(O)ccc3c2=O)c1	101	0
CC(N)CCCC(C)(C)O (centres undefined)	98&100	-0.5&0.1
COc1ccc(/C=C2/SC(=O)N(CCCC(=O)Nc3ccccc3O)C2=O)cc1	101	-0.1
CC1CCCC(C)N1CCC(=O)NN (centres undefined)	103	0.3
COc1cc(NS(=O)(=O)c2ccc3c(c2)CCN3C(=O)CCC(=O)O)c(C(=O)O)cc1OC	101	0.3
CCCOc1ccc(-c2nc(SCC(=O)c3ccc(Cl)cc3)n[nH]2)cc1	99	-1.1
O=C(Nc1nnc(S(=O)(=O)N2CCCc3ccccc32)s1)c1cccc(Cl)c1	114	1.3
COc1ccc(CNC(=O)C(=O)Nc2cc(Cl)ccc2OC)cc1	106	0.3
O=C(C1CC(=O)N(c2ccccc2)C1)N1CCN(c2ccccc2F)CC1 (centres undefined)	101	-0.3
Cc1ccc2[nH]c(=O)c3cc(C(=O)NCCc4ccc(Cl)cc4)sc3c2c1	110	0.6
COc1ccc(SCc2cc(=O)c3cc(Cl)ccc3[nH]2)cc1	110	1
Cc1ccc2c(C)nc(NC3=NC(C(=O)Nc4ccc(Cl)c(Cl)c4)CC(=O)N3)nc2c1 (centres undefined)	102	0.1
COc1ccc(Cl)cc1-n1nnc(-c2nc(-c3ccccc3)no2)c1C	102	-0.3
COc1cccc(-n2ccn(CC(=O)NCc3ccc(C)cc3)c(=O)c2=O)c1	109	0.6
O=C(NC1CCCCC1)C(c1ccncc1)N(CC1CCCO1)C(=O)C(F)(F)F (centres undefined)	100	-0.2
CCOc1ccc2nc(NC(=O)c3cccn(Cc4ccc(C)cc4)c3=O)sc2c1	102	-0.6
O=c1cc(-c2ccccc2)sc2ccc(Cl)cc12	100	-0.3
O=C(Nc1ccccc1C(F)(F)F)N1CC=C(c2c[nH]c3ccccc23)CC1	97	-1.9

3 records picked at random from the list so far:
SMILES	PV pol inh	PV pol inh FP z-score
CC1CCCC(C)N1CCC(=O)NN (centres undefined)	103	0.3
COc1ccc(Cl)cc1-n1nnc(-c2nc(-c3ccccc3)no2)c1C	102	-0.3
O=C(C1CC(=O)N(c2ccccc2)C1)N1CCN(c2ccccc2F)CC1 (centres undefined)	101	-0.3

Additional entries:
SMILES	PV pol inh	PV pol inh FP z-score
COc1cc2c(c(OC)c1OC)CC(N)CCC2 (centres undefined)	101	-0.7
COc1ccc(C(=O)n2nc3c(c2-c2ccc(OC)cc2)COC(C)(C)C3)cc1	103	0.3
Cc1cccc(Cc2cnc(NC(=O)c3ccc4c(c3)CC(c3ccccc3)OC4=O)s2)c1 (centres undefined)	113	1.3
Oc1ccc(NCc2ccccc2OCc2ccccc2Cl)cc1	93	-2.2
CC(C)C(OC(=O)c1cc2occc2n1C(C)C)C(=O)NCC1CCCO1 (centres undefined)	106	1.3
O=C(CCc1nc(-c2ccccc2)no1)N1CCOCC1	102	0.1
O=C(NCc1ccccc1)C1CCCN1C(=O)OCc1ccccc1 (centres undefined)	104	0.2
CCOc1ccccc1C(=O)Oc1c(S(=O)(=O)c2ccc(C)cc2)c(C)nn1-c1ccccc1	107	-0.4
CCC(=O)N=c1sc2ccccc2n1-c1ccccc1	105	1.2
CCOc1ccccc1NC(=O)C1=C(C)Nc2ncnn2C1c1ccc(NC(C)=O)cc1 (centres undefined)	103	-0.6
CC(C)(C)c1ccc2c(c1)N(CC(=O)N1CCOCC1)C(=O)CO2	104	0.7
Nc1ccc2nc(CCC(=O)O)[nH]c2c1	102	0.1
Cn1c(=NC(=O)CN2C(=O)CCC2=O)sc2cccc(F)c21	97	-0.9
COc1ccc(C2=CN3C(=O)CSC3=NN2)cc1	106	0.4
CS(=O)(=O)N1Cc2ccccc2CC1C(=O)OCC(=O)c1ccc[nH]1 (centres undefined)	102	-0.3
CCc1ccc(-n2c(=O)c3c4c(sc3n(CC(=O)N3CCC(C)CC3)c2=O)CCC4)cc1	104	-0.6
O=C(O)c1coc2c(F)c(F)c(F)cc2c1=O	100	-0.6
COc1ccccc1CNC(=O)CN1C(=O)CCc2cc(S(=O)(=O)N3CCCCC3)ccc21	107	0.1
O=C(CC1OCCN(Cc2ccccc2)C1=O)Nc1ccc(F)cc1 (centres undefined)	99	-0.2
C/C(=N\NC(N)=O)C1CCCCC1	104	0.3
C=CCN1C(=O)C2Cc3c([nH]c4ccccc34)C(C)N2C1=S (centres undefined)	76	-8.5
Cc1ccc(CSCc2ccc(C(=O)NCCc3ccccc3)o2)cc1	104	1.3
NC(=O)Cn1cc(C(=O)c2ccccc2)c2ccccc21	108	0.6
O=C(COC(=O)c1ccco1)NC1CCCc2ccccc21 (centres undefined)	103	0.1
O=c1c2ccccc2n(Cc2cccc(F)c2)c(=O)n1Cc1ccccc1Cl	104	-0.3
CC(=O)N1CCN(C(=O)Nc2c[nH]c3ccccc23)CC1	105	0.2
Cc1ccc(S(=O)(=O)N2CCCCC2)cc1C(=O)c1nccn1C	106	0.4
Cc1cc(C)c(Cn2c(S(=O)(=O)Cc3ccccc3)nc3ccccc32)c(C)c1	104	0.9
CC(=O)NCc1ccco1	102	0.1
Cc1ccc(NC(=O)Nc2nnc(N(C)Cc3ccccc3)s2)c(C)c1	108	0.1
CCCCC(=O)n1c(=O)oc2ccc(C(C)(C)C)cc21	100	-0.3
CCC(C)=C(C(=O)OC)C(=O)OC	101	0.4
COc1ccc(OC)c(CCNc2ncnc3onc(C)c23)c1	113	0.8
Cc1ccc(N2C(=O)CSC2c2ccccc2C(F)(F)F)cc1C (centres undefined)	103	0.4
Cc1cc(NC(=O)CC(C)C)cc(-c2nc3ncccc3o2)c1O	107	0.8
CC1=C(c2ccc(C(C)C)cc2)S(=O)(=O)N=C1N1CCN(c2ccccc2F)CC1	109	0.4
COc1ccc(OCC(=O)NCC(c2ccc(Cl)cc2)N2CCCCC2)cc1 (centres undefined)	109	0.6
O=C(CN1C(=O)CC(c2ccco2)Sc2ccccc21)c1ccccc1 (centres undefined)	102	0.7
COc1ccc(Cl)cc1NC(=O)CSc1nc(-c2ccco2)cc(C(F)(F)F)n1	104	0.1

Not all compounds are listed, so the mix of outcomes need not match the whole.
